mIDH1 inhibitor – human IDH1 R132H inhibition; O75874; IDH1-R132H enzyme, NADPH consumption, diaphorase/resazurin fluorescence; Potency, µM (titrated, usually from 76.6 µM), for inactives: at the top dose activity change, negative = inhibition, usual class: inhibitors; 0.093% of 390,000 active; AID 602179; also: % is scaled to controls: 0 for no effect and ±100 for the full control effect; nearly all actives have a fitted effect of over 65% in size
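IDH1-R132H (0.5 ug/mL) preincubated 30 min with compound, then NADPH (0.016 mM) and alpha-KG (2 mM) added; 80 min at RT, pH 7.5. Remaining NADPH coupled via diaphorase/resazurin to fluorescence (540/590 nm); concentration-response curves normalized to no-enzyme control.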
Vif-A3F inh – blocks the Vif interaction with APOBEC3F. 0.2% of 390,000 active. AID 602313. HeLa A3F-eYFP + Vif (tagged APOBEC3F with the HIV-1 protein that degrades it), YFP fluorescence increase. Potency, µM (top dose mostly 46.1 µM), for inactives: top-dose activity, negative = active; also: % of control where 0% means no effect; nearly all actives have a fitted effect of over 65% in size
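HeLa cells stably expressing A3F-eYFP plus Vif, plated and incubated overnight at 37 deg C, then exposed to compounds overnight at 37 deg C. Blocked degradation read as raised yellow fluorescence (Ex 488/Em 500-530).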
RGS4 inhibitor – blocks human RGS4-accelerated GTP hydrolysis | Transcreener GDP fluorescence polarization, RGS4-accelerated GTP hydrolysis | AID 504845 | P49798 | Potency, µM (titrated, usually from 114 µM), for inactives: at the highest dose activity change, negative = inhibition, most hits filed as inhibitors | 0.039% of 390,000 active; also: % is scaled to controls: 0 for no effect and ±100 for the full control effect; nearly all actives have a fitted effect of over 75% in size; some results filed as inactive show a strong effect at the top dose
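MLSMR compounds (23 nl, pin-transferred) preincubated 10 min at room temperature with a 500nM (2x) first reagent, then RGS4 at 900nM (2x) plus Transcreener GDP mix added; fluorescence polarization (620/688 nm) read before and after 90 min at 30 °C.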
Vif-A3G inh – inhibitors of Vif-APOBEC3G interaction. Q9HC16. AID 602310. HeLa A3G-eYFP + Vif (tagged APOBEC3G with the HIV-1 protein that degrades it), YFP fluorescence, overnight. Potency, µM (series often up to 46.1 µM), inactives show at the top dose activity, negative = active, hits mostly inhibitors. 0.076% of 410,000 active;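 also: % is scaled to controls: 0 for no effect and ±100 for the full control effect; nearly all actives have a fitted effect of over 60% in size; hits raise eYFP signal because A3G escapes Vif-driven loss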
Target sequence (Q9HC16 whole entry, looked up): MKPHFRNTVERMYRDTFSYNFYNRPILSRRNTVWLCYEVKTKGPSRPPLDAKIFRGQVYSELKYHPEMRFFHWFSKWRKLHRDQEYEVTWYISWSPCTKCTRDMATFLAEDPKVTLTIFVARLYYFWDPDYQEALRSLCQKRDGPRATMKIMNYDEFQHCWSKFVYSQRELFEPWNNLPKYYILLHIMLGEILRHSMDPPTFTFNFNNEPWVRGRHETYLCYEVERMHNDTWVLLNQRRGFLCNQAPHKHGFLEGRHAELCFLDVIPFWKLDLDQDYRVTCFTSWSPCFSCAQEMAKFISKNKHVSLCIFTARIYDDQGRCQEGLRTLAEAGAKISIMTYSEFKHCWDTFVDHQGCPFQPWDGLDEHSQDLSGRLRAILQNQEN
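Read-out is eYFP fluorescence (Ex 488/Em 500-530) from Vif-expressing HeLa A3G-eYFP cells; more signal means A3G escaped Vif-mediated degradation. Cells plated overnight, compound pinned in, incubated overnight at 37 deg C.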
TrxR1 substrate – rat thioredoxin reductase 1 substrate activity; 0.01% of 390,000 active; purified TrxR1 substrate turnover, NADPH consumption readout; AID 588456; O89049; Potency, µM (highest dose often 114 µM), for the others: top-dose activity change, negative = substrate turnover; also: % is scaled to controls: 0 for no effect and ±100 for the full control effect; nearly all actives have a fitted effect of over 50% in size
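Rat TrxR1, dispensed at 90 nM, was prereduced with 400 uM NADPH (final) for 5 min at ~22 deg C, then incubated with compound 15 min before 400 uM selenite. A first-read NADPH fluorescence drop versus no-compound background flagged substrates.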
USP1 inh – blocks the human USP1/UAF1 deubiquitinase complex. Potency, µM (titrated, usually from 57.1 µM), without a hit: at the highest dose activity change, negative = inhibition, actives largely listed as inhibitors. O94782. recombinant USP1/UAF1, Ub-Rhodamine cleavage fluorescence. 0.23% of 390,000 active; also: % is scaled to controls: 0 for no effect and ±100 for the full control effect; nearly all actives have a fitted effect of over 60% in size; inactives centre near -12
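USP1/UAF1 complex (1 nM) preincubated 15 min at room temperature with compound, then Ub-Rho substrate (150 nM final) added. Kinetic fluorescence at 480/540 nm over 6 reads at 60 s intervals; 50 mM HEPES pH 7.8, 0.5 mM EDTA, 0.1 mg/ml BSA, 1 mM TCEP, 0.01% Tween-20.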
rTrxR1 inhibitor – inhibitors of rat thioredoxin reductase 1; recombinant rTrxR1, NADPH fluorescence consumption, selenite substrate; 1% of 390,000 active; O89049; AID 588453; Potency, µM (highest dose often 114 µM), for inactives: at the top dose activity change, negative = inhibition, usual class: inhibitors; also: % is scaled to controls: 0 for no effect and ±100 for the full control effect; nearly all actives have a fitted effect of over 65% in size
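Rat TrxR1 (90 nM in the dispensed reagent) was pre-reduced with 400 uM NADPH for 5 min at room temperature, then incubated with compound for 15 min. After 400 uM selenite was added, NADPH fluorescence (Ex 340/Em 450 nm) was followed for 8 min.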
RXFP1 agonist – RXFP1 (human) receptor agonism | Q9HBX9 | HEK293T-RXFP1 cAMP TR-FRET, 30 min; response scale: percent of porcine relaxin response, buffer zero | Potency, µM (highest dose often 57.5 µM), for inactives: top-dose activation, actives largely listed as activators | 0.3% of 370,000 active | AID 2676; also: % is scaled to controls: 0 for no effect and ±100 for the full control effect; nearly all actives have a fitted effect of over 60% in size; many of its hits are not listed in these tables
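Agonist response is measured as cAMP accumulation in an RXFP1-transfected HEK293T line under PDE4 inhibition. Values are scaled between buffer-only and 29 nM porcine relaxin, and EC50s come from standard Hill equation fits.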
ALOX12 inh – inhibitors of human 12S-lipoxygenase ALOX12; P18054; purified 12hLO, xylenol orange hydroperoxide absorbance; Potency, µM (series often up to 108 µM), inactives show at the highest dose activity change, negative = inhibition, most hits filed as inhibitors; 1.1% of 580,000 active; also: % is scaled to controls: 0 for no effect and ±100 for the full control effect
Target sequence (P18054 whole entry, looked up): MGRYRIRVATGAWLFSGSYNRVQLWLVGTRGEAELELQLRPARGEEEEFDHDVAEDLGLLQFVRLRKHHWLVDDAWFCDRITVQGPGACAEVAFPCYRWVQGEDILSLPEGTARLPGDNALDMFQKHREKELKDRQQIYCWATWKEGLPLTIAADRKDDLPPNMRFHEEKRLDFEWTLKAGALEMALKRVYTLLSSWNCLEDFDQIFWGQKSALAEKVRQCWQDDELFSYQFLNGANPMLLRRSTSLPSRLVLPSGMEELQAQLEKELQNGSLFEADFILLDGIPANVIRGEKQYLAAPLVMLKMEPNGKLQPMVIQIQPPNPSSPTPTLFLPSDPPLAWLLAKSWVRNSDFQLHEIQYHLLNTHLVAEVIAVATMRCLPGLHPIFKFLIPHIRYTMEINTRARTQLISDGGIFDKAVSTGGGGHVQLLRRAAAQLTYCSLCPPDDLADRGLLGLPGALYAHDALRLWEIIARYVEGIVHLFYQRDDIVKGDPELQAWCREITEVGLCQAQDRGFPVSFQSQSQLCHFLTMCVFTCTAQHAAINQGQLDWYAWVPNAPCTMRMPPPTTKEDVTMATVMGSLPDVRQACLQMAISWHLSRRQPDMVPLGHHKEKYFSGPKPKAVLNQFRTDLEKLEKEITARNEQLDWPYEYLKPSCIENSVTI
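Purified human 12hLO at 150 nM in 25 mM Hepes, 0.01% Triton X-100, pH 7.0, preincubated 15 min at room temperature with compound. Reaction started with 40 uM arachidonic acid, 30 min at room temperature. Hydroperoxide measured by Fe-xylenol orange, 573/405 nm absorbance ratio.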
* = called active by the depositor; ? = inconclusive; · = no result given; & = joins results of further samples; [ ] = another dose, or the depositor's remark. Calls follow the shape of the dose curve; as a rule, active = well fitted curve in the direction sought with a large enough effect; inconclusive = small, poorly fitted or top-dose-only effect, or another doubt; inactive = no such curve, though single readings can be large; an effect the other way counts as inactive or inconclusive. Potency is read from the fitted curve at half-maximal effect. A portion of the library; the hit share may differ from the screen's.

SMILES	mIDH1 inhibitor	Vif-A3F inh	RGS4 inhibitor	Vif-A3G inh	TrxR1 substrate	USP1 inh	rTrxR1 inhibitor	RXFP1 agonist	ALOX12 inh
COC(=O)c1ccc2c(c1)C(NC(C)=O)CCc1cc(OC)c(OC)c(OC)c1-2 (stereo not given)	-1%	-7%	9%	-48%	7%[57.1 µM]	-5%	1%[11.4 µM]	·	17%
Cc1ccc(C2CC(=O)N3CN(Cc4ccco4)CSC3=C2C#N)cc1 (stereo not given)	8%	0%	?	3%	-3%	-26%	?	2.2%	6.3µM*
Cc1ccc(C(=O)Nc2ccc3c(c2)N(C)C(=O)c2ccccc2S3)cc1	-2%	-4%	-6%	-20%	-3%[57.1 µM]	7%	1%[57.1 µM]	-0.2%	-6%
CCOC(=O)N1CCN(S(=O)(=O)N2CCCC(C(=O)NCc3cc(Br)ccc3OC)C2)CC1 (stereo not given)	21%&-2%	7%&0%	-5%	2%&-3%	0%[57.1 µM]	-5%&-12%	2%[57.1 µM]	2.0%	-12%&-10%
Cc1nn(C(C)C(=O)NC(C)CCc2ccccc2)c(=O)c2cc3occc3n12 (stereo not given)	4%	3%	-25%	0%	-11%	-22%	-14%	7.5%	28%
CC(C(=O)c1ccccc1)[n+]1cccc(Br)c1 (stereo not given)	4%	-2%	-4%	1%&2%	13%[57.1 µM]	-17%	?	2.0%	-1%
O=C(C1=C[C@@H](c2ccccc2)C[C@@H](OCCCCO)O1)N1CCN(Cc2ccc3c(c2)OCO3)CC1	13%	6%	12%	-3%	7%	-27%	10%	0.7%	11%
O=C(NCc1cccs1)C1CCN(S(=O)(=O)c2cccs2)CC1	4%	-1%	-17%	3%	10%	-8%	10%	-0.8%	0%
O=C(O)CSc1nnc(CSc2nc3ccccc3s2)n1-c1ccccc1	-2%	-2%	-3%	2%	0%	-20%	12%	-0.4%	0%
COc1cc(C(=O)N2CCN(c3ccccc3)CC2)c([N+](=O)[O-])cc1OC	0%	-3%	1%	-11%	-11%	-21%	-11%	-1.0%	1%
CC(C)(C)c1ccc(S(=O)(=O)N2CCCC2C(=O)N2CCOCC2)cc1 (stereo not given)	7%	-1%	-13%	-2%	1%[57.1 µM]	-24%	2%[57.1 µM]	-2.8%	12%
CN(C)S(=O)(=O)c1ccc(Cl)c(C(=O)NCC2CCCCC2)c1	4%	-5%	-18%	-3%	4%[57.1 µM]	-9%	7%[57.1 µM]	-0.7%	-17%
c1ccc(-c2ccccn2)nc1	6%	-5%	-8%[56.9 µM]	0%	4%[57.1 µM]	-27%	9%[57.1 µM]	0.5%	1%
Cc1[nH]c2ccccc2c1/C=C/C(=O)c1ccncc1	-2%	?	-8%	?	-2%[57.1 µM]	-8%	-7%[57.1 µM]	1.1%	0%
C[C@]1(C(=O)NCCN2CCOCC2)C=C[C@@H](Cc2ccccc2)N1C(=O)c1ccccc1	7%	2%	9%	3%	8%[57.1 µM]	-10%	4%[57.1 µM]	3.4%	1%

Of the compounds above, these have bromine.
SMILES	mIDH1 inhibitor	Vif-A3F inh	RGS4 inhibitor	Vif-A3G inh	TrxR1 substrate	USP1 inh	rTrxR1 inhibitor	RXFP1 agonist	ALOX12 inh
CCOC(=O)N1CCN(S(=O)(=O)N2CCCC(C(=O)NCc3cc(Br)ccc3OC)C2)CC1 (stereo not given)	21%&-2%	7%&0%	-5%	2%&-3%	0%[57.1 µM]	-5%&-12%	2%[57.1 µM]	2.0%	-12%&-10%
CC(C(=O)c1ccccc1)[n+]1cccc(Br)c1 (stereo not given)	4%	-2%	-4%	1%&2%	13%[57.1 µM]	-17%	?	2.0%	-1%

Next results
SMILES	mIDH1 inhibitor	Vif-A3F inh	RGS4 inhibitor	Vif-A3G inh	TrxR1 substrate	USP1 inh	rTrxR1 inhibitor	RXFP1 agonist	ALOX12 inh
CCCCC(C(=O)O)C(C)CC(=O)NNC(=O)c1ccco1 (stereo not given)	-13%	7%	13%	0%	4%	-8%	7%[57.1 µM]	-0.4%	16%
CN(C)c1ccc(P(=O)(OC2CCCCC2)C(O)c2ccncc2)cc1 (stereo not given)	3%	-12%	-23%	0%	6%[57.1 µM]	-15%	12%[57.1 µM]	-1.4%	?
CCOC(=O)c1sc(NC(=O)CSc2nncs2)c(C(=O)OCC)c1C	-4%	-13%	-30%	-7%	-3%[57.1 µM]	-23%	8%[57.1 µM]	1.4%	107%[activator]
CCCCc1ccc(NC(=O)N[C@H](C(=O)O)C(C)C)cc1	4%	-6%	-5%	-3%	-2%	-14%	4%	-3.6%	426%[activator]
O=c1c(-c2ccccc2)nc(-c2ccccc2)cn1O	2%	0%	4%	1%	110%[activator]	-25%	-10%	3.1%	18%
CC(=O)c1ccc(NC(=S)N2CCC(O)CC2)cc1	2%	1%	-38%	-1%	-4%	-9%	-13%	0.3%	-19%
CC(C)(CCC(=S)N1CCOCC1)c1ccccc1	12%	11%	-7%	-1%	7%[57.1 µM]	3%	5%[57.1 µM]	·	-5%
CC(=O)c1cnc2c(-c3ccccc3)c(-c3ccccc3)nn2c1C	6%	1%	5%	0%	-5%	6%	3%	6.8%	4%
COc1cc(CN2CCNC(=O)C2CC(=O)N(C)CCN2CCOCC2)cc(OC)c1 (stereo not given)	0%	3%	-38%[56.9 µM]	4%	-7%[57.1 µM]	-14%	-4%[57.1 µM]	-0.2%	?
Cc1cc(NC(=O)COC(=O)[C@H](Cc2c[nH]c3ccccc23)NC(=O)c2ccc(F)cc2)no1	1%	4%	-11%	3%	-11%	-13%	-12%	-4.5%	2%
COc1cc(-n2c(=O)c3ccccc3n(Cc3cc(=O)n4ccccc4n3)c2=O)cc(OC)c1OC	2%	12%	8%	0%	12%	-8%	-8%	0.1%	-22%
COC(=O)c1ccc(CSc2nnc(SCc3ccc(C(=O)OC)o3)s2)o1	4%	-6%	-38%	0%	2%[57.1 µM]	-1%	?	3.1%	-23%
Cc1cn(S(=O)(=O)c2ccccc2[N+](=O)[O-])cn1	13%	12%	7%	0%	10%	-15%	25%[57.1 µM]	1.2%	-14%
CCCN(CC(=O)Nc1ccccc1C)C(=O)CCNC(=O)c1ccccc1Cl	6%	5%	-20%	1%	-1%	-9%	-1%	-0.2%	19%
CCC1C=C(c2ccccc2)C=CN=C1N(CC)CC (stereo not given)	0%	1%	3%	0%	-6%	-9%	1%	1.3%	-1%
O=C(/C=C/c1ccc([N+](=O)[O-])cc1)NCC1CCCO1 (stereo not given)	9%	-1%	-8%	1%	-27%[57.1 µM]	-17%	8%[0.457 µM]	-0.8%	0%
c1ccc(NN=C(c2ccccc2)c2cccs2)cc1	-7%	-7%	·	-6%	·	-16%	·	·	?
CCN(CC)CCNC(=O)NC1CCCCC1	1%	-5%	-19%	0%	-2%	-15%	13%	-1.2%	0%
N#Cc1nc(-c2ccco2)oc1N1CCN(C(c2ccccc2)c2ccccc2)CC1	-1%	-8%	4%	-5%	35%[activator]	?	37%[activator]	1.3%	-21%
Nc1ccnc(=O)[nH]1	6%	10%	-9%	0%	3%	-31%	30%	0.1%	-2%
CC(=O)N1CCN(C(=S)c2cccc([N+](=O)[O-])c2)CC1	2%	-17%	-14%	-1%	-3%	-19%	-3%	-0.1%	-28%
CCCn1c(SCC(=O)N2CCCC(C)C2)nnc1-c1ccccn1 (stereo not given)	-4%	4%	16%	-5%	-2%	-12%	16%	-0.3%	-8%
CC(=O)c1ccc(-c2ccc(C(=O)N3CCN(c4ccc(F)cc4)CC3)o2)cc1	3%	2%	-7%	0%	5%	-6%	-12%	2.1%	-3%
Cc1cc(Cl)c(S(=O)(=O)N2CCCCCC2)cc1OCC(N)=O	8%	7%	14%	4%	4%	-17%	14%	1.8%	-7%[57.4 µM]
CC1(C)[C@H]2CC=C(CN3CCC(N4CCC(C(=O)N5CCCC5)CC4)CC3)[C@@H]1C2	3%	-6%	-32%	1%	-6%	-9%	-6%	-0.7%	5%
Cc1cc(NCc2ccc(F)cc2Cl)n2nnnc2n1	1%	3%	12%	-2%	9%[57.1 µM]	-2%	17%[57.1 µM]	0.6%	0%
COc1ccc(N2CCN(C(=O)CN(C3CCCCC3)S(C)(=O)=O)CC2)cc1	-1%	-7%	13%	-1%	0%[57.1 µM]	-3%	26%[57.1 µM]	2.8%	-4%
COc1ccccc1CCC(=O)N1CCN(C(=O)c2ccccc2)CC1	3%	-13%	0%	0%	-3%[57.1 µM]	3%	-5%[57.1 µM]	0.9%	119%[activator]
CC(/C=C/c1ccccc1)=N\NC(=O)c1ccc(Br)cc1	1%	-4%	6%	-5%	7%	2%	34%[57.1 µM]	-0.1%	1%
COc1cccc(CNC(=O)c2ccc(NC(=O)CC3SC(N4CCCCC4)=NC3=O)cc2)c1 (stereo not given)	2%	3%	-6%	-4%	-10%	-2%	-10%	0.5%	28%
Cc1cc(SCC(=O)OCC(=O)NC(C)c2ccccc2)c(C)cc1Br (stereo not given)	3%	-13%	3%	-8%	-1%[57.1 µM]	-23%	14%[11.4 µM]	3.5%	-23%
O=C(CNc1cccc2ccccc12)N/N=C/c1cccc(Oc2ccccc2)c1	4%	-11%	-26%	-29%	5%	-15%	14%	0.5%	8%
Cc1oc(C(C)(C)C)cc1C(=O)Nc1ccc(N2CCOCC2)cc1	3%	14%	-51%	3%	4%[57.1 µM]	-12%	9%[57.1 µM]	-2.0%	?
